CHT PAM: allosterically activates the human high affinity choline transporter. Q9GZV3. CHT-expressing cells, membrane potential dye, choline EC20; hits give high values; LV-AA mutant CHT in HEK293 cells. B-score at 10 µM. 0.49% of 310,000 active. AID 488977;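 active = initial fluorescence not abnormally high and integrated response B-score, plate-corrected, over 3 SD above library mean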
Target sequence (Q9GZV3 whole entry, looked up): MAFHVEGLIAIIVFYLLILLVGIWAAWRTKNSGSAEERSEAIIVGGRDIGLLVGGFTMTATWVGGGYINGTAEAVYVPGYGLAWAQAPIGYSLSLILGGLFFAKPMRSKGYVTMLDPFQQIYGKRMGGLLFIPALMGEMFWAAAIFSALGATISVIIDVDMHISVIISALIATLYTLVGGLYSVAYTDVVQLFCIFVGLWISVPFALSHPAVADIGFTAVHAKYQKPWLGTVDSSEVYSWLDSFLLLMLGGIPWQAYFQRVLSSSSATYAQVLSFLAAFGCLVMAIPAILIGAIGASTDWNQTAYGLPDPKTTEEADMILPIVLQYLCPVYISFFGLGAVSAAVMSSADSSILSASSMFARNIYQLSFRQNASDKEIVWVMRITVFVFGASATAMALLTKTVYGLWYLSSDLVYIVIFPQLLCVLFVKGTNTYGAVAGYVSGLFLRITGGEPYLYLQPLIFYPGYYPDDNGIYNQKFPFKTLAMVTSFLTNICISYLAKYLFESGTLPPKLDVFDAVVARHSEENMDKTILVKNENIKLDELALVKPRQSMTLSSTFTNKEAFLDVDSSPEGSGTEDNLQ
CHT inh: inhibitors of human choline transporter CHT; Q9GZV3; CHT-expressing cells, membrane potential dye, choline response; hits give low values; B-score at 10 µM; 0.86% of 310,000 active;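 active = B-score over 3 SD under the library average, and starting fluorescence ratio not unusually high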;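 also: choline stimulus applied at its EC90 after an EC20 pre-addition; B-score computed on integrated fluorescence ratio after choline addition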
STK33 inh: human STK33 kinase inhibition | Q9BYT3 | purified STK33, MBP phosphorylation, ADP-Glo luminescence | inhibition, % at 10 µM | 0.073% of 320,000 active | AID 2661;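 active = inhibition at or above 25%, using the most active replicate where run in duplicate; inactive = inhibition below 25%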
Target sequence (Q9BYT3 whole entry, looked up): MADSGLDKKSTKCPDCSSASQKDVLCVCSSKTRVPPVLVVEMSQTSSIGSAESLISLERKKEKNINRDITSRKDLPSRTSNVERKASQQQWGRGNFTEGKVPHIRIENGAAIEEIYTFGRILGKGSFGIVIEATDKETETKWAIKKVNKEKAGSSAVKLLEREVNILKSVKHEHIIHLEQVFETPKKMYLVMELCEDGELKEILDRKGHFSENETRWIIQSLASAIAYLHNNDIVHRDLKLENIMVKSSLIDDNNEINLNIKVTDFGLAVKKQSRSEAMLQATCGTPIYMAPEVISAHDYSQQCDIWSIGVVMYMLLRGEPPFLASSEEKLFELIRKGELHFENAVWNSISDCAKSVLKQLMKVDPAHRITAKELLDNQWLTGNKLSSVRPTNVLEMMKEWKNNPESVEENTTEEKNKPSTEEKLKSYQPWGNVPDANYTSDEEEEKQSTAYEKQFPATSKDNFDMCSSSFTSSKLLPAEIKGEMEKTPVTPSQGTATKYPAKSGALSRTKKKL
Starred values were filed as active, the others as inactive; i = inactive; . = no result given.

SMILES	CHT PAM	CHT inh	STK33 inh
CCCC(C)c1nnc(NC(=O)CN2C(=O)c3ccccc3C2=O)s1 (stereo not given)	i	i	-1.0
Cc1ccc(NS(=O)(=O)c2ccc3c(c2)oc(=O)n3C)cc1F	i	i	0.4
CC(C)(C)c1nnc(NS(C)(=O)=O)s1	i	i	-0.8
O=C(CC1C(=O)NCCN1Cc1cccc(F)c1)NCCCN1CCCC1=O (stereo not given)	i	i	-1.1
CS(=O)(=O)N(CC(=O)N1CCCCCC1)c1ccc2c(c1)OCCO2	i	i	-1.8
C/C=C/C=C/C(=O)OC(C)C(=O)Nc1cc([N+](=O)[O-])ccc1OC (stereo not given)	i	i	0.0
Nc1ccc(-c2nnnn2-c2ccc(N)cc2)cc1	i	i	-0.2
Cc1ccc(CNC(=O)C2=CCN(S(=O)(=O)c3ccc(C)cc3)CC2)cc1	i	i	-0.6
CC1CCC(C(C)C)C(OC(=O)COC(=O)c2cc(O)ccc2N)C1 (stereo not given)	i	i	-1.4
COc1ccc(C(=O)NCCC(C)C)cc1S(=O)(=O)N1CCOCC1	i	i	0.0
O=C1COCC(=O)N1CCc1c[nH]c2ccccc12	i	i	0.0
Cc1c(Cl)cccc1N/C(=N/S(=O)(=O)c1cccs1)c1ccccc1	i	i	-0.6
CC(=O)N1Cc2ccccc2C(C)CC12CCCCC2 (stereo not given)	i	i	-1.1
COc1ccc(-c2[nH]ncc2/C=C(/C#N)C(=O)NC2CCCCC2)cc1	i	i	1.9
CCC(C)[C@H]1CNC(=S)N1CCc1cc(C(F)(F)F)cc(C(F)(F)F)c1 (stereo not given in full)	i	i	0.5
Cc1csc(NC(=O)CSc2nnc(-c3ccco3)n2C)n1	i	i	-0.6
CC(=O)Nc1ccc(N2C(=O)CC(N3CC(C)OC(C)C3)C2=O)cc1 (stereo not given)	i	i	-1.6
COc1ccccc1CNCC(O)(c1ccc(F)cc1)c1ccc(F)cc1	i	i	-3.2
CCN(CC)S(=O)(=O)c1ccc2c(c1)nc(CCC(=O)OCC(=O)Nc1c(F)cccc1F)n2C	i	i	.
CCOC(=O)CNC(=S)N1CCn2c(nc3ccccc32)C1	i	i	-0.4
Cc1cc(NC(=O)CN(C)S(=O)(=O)c2cnc[nH]2)ccc1Br	i	i	-2.1
O=C(Nc1ccc(Br)cc1)C1CCC(=O)N1Cc1ccccc1Cl (stereo not given)	i	i	-0.2
NC(=O)[C@@H]1[C@@H]2C(=O)N(c3ccc(F)cc3)C(=O)[C@@H]2[C@H]2C=Cc3ccccc3N21	i	i	-0.1
C#CCOCCOCCOCCNc1nc(N2CCN(C(=O)[C@H]([C@@H](C)CC)n3cc([C@@H](N)Cc4ccc(O)cc4)nn3)CC2)nc(N2CCN(C(=O)[C@H](Cc3cc4ccccc4[nH]3)n3cc([C@@H](N)C(C)CC)nn3)CC2)n1 (stereo not given in full)	i	i	-0.1
O=c1c2cn[nH]c2[nH]c(=S)n1-c1ccccc1	i	i	-0.6
NCCCC[C@H]1CN=C(N)N1CCc1cccc2ccccc12	i	i	-0.8
Cc1c(Cl)cccc1NC(=O)C1C2C=CC(C2)C1C(=O)O (stereo not given)	i	i	-1.6
CC12C=CC3(CN(Cc4ccccc4)C(=O)C3C1C(=O)NCc1ccco1)O2 (stereo not given)	i	i	-1.8
O=C(O)COC(=O)C1C(c2ccccc2)C(C(=O)O)C1c1ccccc1 (stereo not given)	i	i	-3.7
Cc1ccnc(NC(=O)CCC2CCCCC2)c1	i	i	-0.4
COc1cccc(CN2CCNC(=O)C2CC(=O)NCCCN2CCCC2=O)c1 (stereo not given)	i	i	-0.3
CN(Cc1ccco1)C(=O)C(Cc1ccccc1)NS(=O)(=O)c1ccc2c(c1)CCC(=O)N2 (stereo not given)	i	i	-0.6
COc1cccc(Nc2nc(N)c([N+](=O)[O-])c(N3CCOCC3)n2)c1	i	i	3.3
COc1ccc(F)cc1S(=O)(=O)Nc1cc2c3c(c1)CCN3C(=O)CC2	i	i	-1.4
COCCSc1ccccc1C(=O)N1CCc2ccccc21	i	i	0.2
Cc1ccc(CC(=O)O/N=C(\N)c2ccncc2)cc1	i	i	-0.5
COc1ccc(C(C)=O)cc1COc1cccc2c1OC(C)(C)C2	i	i	-1.4
CC1=C(C(=O)N2CCCC(CCC(=O)NCc3ccc(F)c(F)c3)C2)OCCO1 (stereo not given)	i	i	-0.3
O=C1C(=O)N(CNc2cccnc2)c2ccccc21	i	i	0.5
COc1cc(C2c3c(-c4ccccc4)n[nH]c3C(=O)N2c2ccc(C(=O)O)cc2)ccc1O (stereo not given)	i	i	-1.5

Molecules shown so far with a furan ring, fused or not:
SMILES	CHT PAM	CHT inh	STK33 inh
Cc1csc(NC(=O)CSc2nnc(-c3ccco3)n2C)n1	i	i	-0.6
CC12C=CC3(CN(Cc4ccccc4)C(=O)C3C1C(=O)NCc1ccco1)O2 (stereo not given)	i	i	-1.8
CN(Cc1ccco1)C(=O)C(Cc1ccccc1)NS(=O)(=O)c1ccc2c(c1)CCC(=O)N2 (stereo not given)	i	i	-0.6

Following part.
SMILES	CHT PAM	CHT inh	STK33 inh
O=C1c2ccccc2C(=O)c2c1cccc2N1CCN(CCO)CC1	8.6*	i	24.8
CCCCOc1ccc(CNC(=S)N/N=C/c2ccc(OC)c(OC)c2)cc1	i	i	-1.9
CCc1cc(C(=O)OC)c(NC(=O)CC2NCCNC2=O)s1 (stereo not given)	i	i	-0.4
CC(C)OC(=O)CC(=O)c1sc2nc3c(cc2c1N)CN(C)CC3	i	i	.
CCOc1ccc(-n2c(SC)nc3c(c2=O)SCC3)cc1	i	i	0.1
CCSc1nnc(NC(=O)CSc2nnc(Cc3cccn3C)n2CCc2ccccc2)s1	i	i	-1.3
CCOc1ccc(S(=O)(=O)NCCC(=O)NCc2cccnc2)cc1	i	i	-2.6
O=C1CC(C(=O)N2CCCc3ccccc32)CN1c1ccc(F)cc1 (stereo not given)	i	i	-0.5
CCCNC(=O)c1nc(C)n(-c2cc(Cl)cc(Cl)c2)n1	i	i	0.9
Cc1noc(C)c1COC(=O)c1ccc2c(c1)OCCO2	i	i	-0.6
COc1ccccc1NC(=O)C1CCN(S(=O)(=O)c2ccc3c(c2)NC(=O)C(C)S3)CC1 (stereo not given)	i	i	0.3
CNc1ccc(Br)cc(C(=O)/C=C/c2ccc(Cl)cc2Cl)c1=O	i	i	1.2
COc1ccccc1NC(=O)COC(=O)c1cnccn1	i	i	-1.3
CCCN(CCC)C(=O)CSc1nc2n[nH]c(C)c2c(=N)n1-c1ccc(OC)cc1	i	i	-1.8
CCOc1ccc2[nH]c3c(=O)n(CCC4=CCCCC4)cnc3c2c1	i	i	-0.9
O=C(Nc1ccc(C(F)(F)F)cc1)c1cc(S(=O)(=O)NCC2COc3ccccc3O2)ccc1F (stereo not given)	i	i	0.2
COc1cc2c(c(OC)c1OC)-c1c(cc3c(c1O)OCO3)C[C@@H](C)[C@@H](C)C2	i	i	1.1
O=C(COc1ccc(Cl)cc1)Nc1ccc(Cl)cn1	i	i	0.7
CC(C)CC(=O)N1CCN(Cc2ccc(Cl)cc2)CC1	i	i	1.0
CCOC(=O)CCCc1ccc(/C(C)=N/NC(N)=S)cc1	i	i	-4.7

Some of the entries so far, with bars between the fields:
compound | CHT PAM | CHT inh | STK33 inh
COc1ccccc1CNCC(O)(c1ccc(F)cc1)c1ccc(F)cc1 | i | i | -3.2
CCN(CC)S(=O)(=O)c1ccc2c(c1)nc(CCC(=O)OCC(=O)Nc1c(F)cccc1F)n2C | i | i | .

Next records:
SMILES	CHT PAM	CHT inh	STK33 inh
CC(NC(=S)NC(=O)c1ccccc1)c1ccccc1 (stereo not given)	i	i	-1.6
Cc1cc(C)c(NC(=O)c2ccc(CN3CCc4ccccc4C3)cc2)c(C)c1	i	-11.4*	-0.1
CCCCCCn1c(SCCCC)nc2c1c(=O)[nH]c(=O)n2C	i	i	-1.3
C[C@]12CCC(O)CC1=CCC1C2CC[C@]2(C)/C(=N\NC(N)=S)CCC12 (stereo not given in full)	i	i	-0.7
COc1cc(OC)cc(C(=O)NCCCN2CCN(CCCNC(=O)c3cc(OC)cc(OC)c3)CC2)c1	i	i	-1.8
CN(C)CC(C)(C)NS(=O)(=O)c1ccc(Cl)cc1	i	i	-2.3
CC(C)CNC(=O)c1ccccc1Oc1ccccc1	i	i	-0.3
CCN(CC)P(=O)(Nc1ccc(SC(F)F)cc1)c1ccc(N(C)C)cc1NC(=O)c1ccco1 (stereo not given)	i	i	-1.5
COc1ccc(-c2cc(-c3ccc(O)cc3)nc(N)c2C#N)cc1OC	i	i	-0.8
CCOc1cc(C2C3=C(CC(C)(C)CC3=O)Nc3n[nH]c(C)c32)ccc1O (stereo not given)	i	i	-0.7

Molecules from the list above that have an aryl thioether with sulfur outside any ring:
SMILES	CHT PAM	CHT inh	STK33 inh
Cc1csc(NC(=O)CSc2nnc(-c3ccco3)n2C)n1	i	i	-0.6
COCCSc1ccccc1C(=O)N1CCc2ccccc21	i	i	0.2
CCOc1ccc(-n2c(SC)nc3c(c2=O)SCC3)cc1	i	i	0.1
CCSc1nnc(NC(=O)CSc2nnc(Cc3cccn3C)n2CCc2ccccc2)s1	i	i	-1.3
CCCN(CCC)C(=O)CSc1nc2n[nH]c(C)c2c(=N)n1-c1ccc(OC)cc1	i	i	-1.8
CCCCCCn1c(SCCCC)nc2c1c(=O)[nH]c(=O)n2C	i	i	-1.3
CCN(CC)P(=O)(Nc1ccc(SC(F)F)cc1)c1ccc(N(C)C)cc1NC(=O)c1ccco1 (stereo not given)	i	i	-1.5

Following part:
SMILES	CHT PAM	CHT inh	STK33 inh
C=CCNC(=S)/C(=C(\[O-])c1ccc(Cl)cc1)[n+]1ccccc1	i	i	-0.2
CCCCCCCNC(=O)C1(CC2CC(c3ccc(Cl)cc3)=NO2)CCNCC1 (stereo not given)	i	i	-2.0
COc1ccc(C(C)(C)C)cc1NC(=O)CNc1cccc2ccccc12	i	i	0.5
O=C(CSc1ncn[nH]1)N1CCN(S(=O)(=O)c2ccc(Cl)cc2)CC1	i	i	0.0
CCC(C)OC(=O)n1ccc(C(=O)Nc2nccs2)n1 (stereo not given)	i	i	0.0
O=C(N/N=C/c1cccc(O)c1)N/N=C/c1cccc(O)c1	i	i	3.0
Cc1ccc(-c2oc3ncnc(N)c3c2-c2ccc(C)cc2)cc1	i	i	0.1
CC1(C)CC(=O)C2=C(C1)OC1=C(C(=O)CC(C)(C)C1)C2c1cc([N+](=O)[O-])cc([N+](=O)[O-])c1O	i	i	-0.3
COc1ccc(NC(=O)C(NC(=O)c2ccc(=O)[nH]c2)c2ccc(C)cc2)cc1 (stereo not given)	i	i	-0.8
COc1ccc(OC)c(S(=O)(=O)N(C)CC(=O)Nc2ccc3c(c2)OCO3)c1	i	i	-1.4
CCOc1ccccc1NC(=S)N1CCN(c2cccc(OC)c2)CC1	i	i	-0.3
Cc1cccc(OCC(=O)NC(=S)Nc2ccc(S(=O)(=O)NC3CCCCC3)cc2)c1	i	i	-1.5
CCCCN(C(=O)c1cccc(-n2cccc2)c1)c1c(N)n(CCCC)c(=O)[nH]c1=O	i	i	5.7
Cc1cc(SCC(=O)N/N=C/c2ccc(O)c(O)c2)nc2ccccc12	i	i	1.3
CNC(=O)c1cc(C(=O)c2ccc(C(F)(F)F)cc2F)c[nH]1	i	i	0.6
Cc1ccc(CSCc2ccc(C(=O)NCCC(C)C)o2)cc1	i	i	0.8
Cc1[nH]c(N=Nc2ccccc2)nc1N=Nc1ccccc1	i	i	-0.4
CCOc1ccc(N2C(=O)CN(c3cccc4ccccc34)C2=S)cc1	i	i	-2.4
Cc1cnc(C(=O)OCC(=O)Nc2ccc(C)c(S(=O)(=O)N(C)C)c2)cn1	i	i	-0.5
CCN(CC)C(=S)NC(=O)C12CC3CC(CC(C3)C1)C2	i	i	0.3
CCN(c1ccc(NC(=O)COC(=O)c2ccc(C)s2)cc1)C(C)C	i	i	0.2
CCCCc1cc(=O)oc2cc(OCC(=O)NC3CCN(Cc4ccccc4)CC3)ccc12	i	i	0.3
COc1ccc2nc(NC(=O)c3cc(S(=O)(=O)N4CCOCC4)ccc3C)sc2c1	i	i	0.0
COc1cc(C(=O)NC2CCN(CC(=O)Nc3cccc(C)c3C)CC2)cc(OC)c1OC	i	i	-0.5
CCOC(=O)N1CCN(C(=O)CSCC(=O)N=c2sc3ccccc3n2C)CC1	i	i	-0.5
CC1=C(C(=O)Nc2ccccn2)C(c2cn(C)nc2C)C2=C(CCCC2=O)N1 (stereo not given)	i	i	-3.4
CCCC1CC(C#N)N(N(C)C)C1=C(C#N)C#N (stereo not given)	i	i	-1.0
COc1cc(/C=N/NC(=O)c2ccccc2O)ccc1OCC(=O)Nc1ccccc1	i	i	-0.7
CC1(C)CC(=O)C(C=NCCc2ccccn2)=C(O)C1	i	i	0.7
O=C(c1ccc(O)c(Cl)c1)N1CCN(S(=O)(=O)c2ccccc2)CC1	i	i	-0.4
O=C(c1ccco1)N1CCC(c2nc3c(nnn3Cc3c(Cl)cccc3Cl)c(=O)[nH]2)CC1	i	i	-0.9
Cc1cc(C)cc(N(C(=O)c2snc(C(N)=O)c2N)C(C(=O)NCC2CCCO2)c2cccs2)c1 (stereo not given)	i	i	-0.7
CCS(=O)(=O)c1ccc(O)c(NC(=O)/C=C/c2ccc(Cl)cc2)c1	i	i	0.0
CC1=NN(Cc2ccccc2)C(=O)C1C(c1ccccc1)C(C#N)C#N (stereo not given)	i	i	-0.1
CC(C)N1CCN(CC2COc3ccccc3O2)CC1 (stereo not given)	i	i	-0.9
Cc1ccc(C)c2nc(N3CCCC3)c(C#N)cc12	i	i	2.1
O=C(CNC(=O)c1ccc(Cl)cc1Cl)NCC(=O)Nc1ccccc1N1CCOCC1	i	i	-0.3
CC(=O)Nc1ccc(S(=O)(=O)N2CCN(c3ccccn3)CC2)cc1	i	i	-0.9

High-throughput results: PubChem, several laboratories
